ERa SRC1 inh – ERα–SRC-1 coactivator interaction inhibitors, primary screen, biochemical, TR-FRET, ERα LBD, estradiol-bound. AID 629, 2007. inhibition, % at 25.6 µM. Estrogen receptor (Homo sapiens), P03372. 1.7% of 86,000 active. TR-FRET ER-alpha LBD / SRC-1 peptide; in the data active = inhibition above about 50%;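 also: 0% = receptor plus peptide control and 100% = peptide only without receptor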
HUVEC inhibit – inhibitors of HUVEC proliferation, primary screen, cell-based, 384-well | CellTiter-Glo luminescence, 72 h; hits give low values | viability, % at 10 µM (by protocol) | 1.1% of 86,000 active | AID 648, 2007;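 active = viability at or below 30%; inactive = viability above 30%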;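 also: 100% = median luminescence of DMSO-only cell control wells on each plate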
CYP2C19 activ – human CYP2C19 activators, primary screen, biochemical, luminescence; activation factor at 5 µM; Cytochrome P450 2C19 (Homo sapiens), P33261; recombinant CYP2C19, luciferin-H EGE luminescence; hits give high values; 0 = fully inhibited enzyme, 1 = untreated enzyme; 96,000 tested, under 10 active;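 active = activation factor of at least 2 at 5 µM in the primary screen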;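 also: 0 = wells with 2.5 mM tranylcypromine and 1 = vehicle-only wells; values of inactives mirror those of a sister screen read the other way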
CYP2C19 inh – blockers of cytochrome P450 2C19 activity – biochemical, luminescence, ADME assay, primary screen; CYP2C19 Supersomes, luciferin-H EGE luminescence, 30 min; inhibition, % at 5 µM; 21% of 96,000 active; AID 778, 2007;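 active = CYP2C19 inhibition above a set limit at 5 µM in the primary screen, cut at about 50% in these data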;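 also: plate controls were negative control wells for no effect and 2.5 mM tranylcypromine positive control for full effect; values of inactives mirror those of a sister screen read the other way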
CD11b adhes inh – inhibitors of CD11b/CD18 adhesion to fibrinogen, primary screen, K562 cells, luminescence. Integrin beta-2 (Homo sapiens) + Integrin alpha-M (Homo sapiens), P05107+P11215. ATPlite luminescence; Mn2+ added to activate the integrin. inhibition, % at 10 µM. 0.54% of 93,000 active;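 active = primary inhibition of 50% or more at 10 µM, then 40% or more on retest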; also: some results filed as inactive read as strong as hits
Target sequence (P05107 whole entry, looked up, other chains not shown): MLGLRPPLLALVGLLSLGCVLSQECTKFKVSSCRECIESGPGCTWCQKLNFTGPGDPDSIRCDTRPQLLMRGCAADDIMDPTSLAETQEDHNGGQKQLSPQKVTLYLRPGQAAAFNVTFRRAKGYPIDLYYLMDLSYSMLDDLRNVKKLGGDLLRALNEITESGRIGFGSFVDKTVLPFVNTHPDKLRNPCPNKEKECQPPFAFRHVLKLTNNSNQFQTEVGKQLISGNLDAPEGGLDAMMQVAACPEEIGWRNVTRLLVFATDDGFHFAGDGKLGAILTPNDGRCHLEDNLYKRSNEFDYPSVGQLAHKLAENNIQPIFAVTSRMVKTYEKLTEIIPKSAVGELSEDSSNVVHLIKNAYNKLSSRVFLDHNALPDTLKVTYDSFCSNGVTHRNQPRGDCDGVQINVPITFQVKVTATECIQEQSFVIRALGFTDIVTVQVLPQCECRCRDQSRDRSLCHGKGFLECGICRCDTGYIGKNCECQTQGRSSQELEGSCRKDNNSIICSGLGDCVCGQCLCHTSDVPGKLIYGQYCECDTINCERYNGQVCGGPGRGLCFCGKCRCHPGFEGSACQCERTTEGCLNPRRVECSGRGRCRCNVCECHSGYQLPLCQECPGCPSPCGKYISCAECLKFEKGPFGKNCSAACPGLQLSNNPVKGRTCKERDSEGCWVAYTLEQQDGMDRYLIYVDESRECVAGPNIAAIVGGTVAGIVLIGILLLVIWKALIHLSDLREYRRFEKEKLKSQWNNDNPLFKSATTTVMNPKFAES
CD11b adhes enh – enhancers of CD11b/CD18 adhesion to fibrinogen, primary screen, K562 cells, luminescence. Integrin beta-2 (Homo sapiens) + Integrin alpha-M (Homo sapiens), P05107+P11215. ATPlite luminescence. activation, % at 10 µM. 0.07% of 93,000 active. AID 1499, 2009;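 active = 10 µM primary screen giving 50% or more activity, confirmed by 40% or more on retest at that dose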; also: strong numbers were not always called active
Fibroblast inh – antiproliferative effect on LL 47 fibroblasts – human, LL 47 cells, CellTiter-Glo luminescence, primary screen. LL 47 human lung fibroblast viability, ATP luminescence; hits give low values. viability, % at 10 µM. 1.1% of 85,000 active;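 active = viability at or below 50% in the single dose screen; inactive = viability above 50%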;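 also: compound exposure lasted 72 h before the ATP readout; 100% = median luminescence of untreated cell-only wells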
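material = human LL 47 lung fibroblast cells | dosing = compounds added from tenfold dosing solution, 0.1% DMSO final | timing = overnight cell rest, 72 h compound treatment at 37 °C | measured by = CellTiter-Glo luminescence measuring cellular ATP | evaluation = % viability versus median cells-only luminescence | control set = cell-only wells, no compound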
ERa coact pot – enhancers of ERα–SRC-1 coactivator binding, primary screen, biochemical, TR-FRET, ERα LBD, low estradiol. Estrogen receptor (Homo sapiens), P03372. TR-FRET ERalpha-LBD/SRC-Cy5 coactivator binding, 2 h; 100 = basal binding, no effect. coactivator binding (% of control), % at 25.6 µM. 1.3% of 86,000 active. AID 639, 2007; in the data active = activity above about 200%;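 also: binding measured in presence of low estradiol as agonist stimulus; 0% = peptide alone without receptor and 100% = receptor with peptide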
H69AR growth 86K – proliferation blockers of H69AR lung cancer cells, primary screen, cell-based, human, 86K library | H69AR lung tumor viability, ATP luminescence, 72 h; hits give low values | viability, % at 10 µM | 6% of 85,000 active;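 active = viability at or below 40%; inactive = viability above 40%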;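 also: multidrug resistant small cell line overexpressing MRP-1 efflux transporter; 100% = mean luminescence of untreated control wells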
* = called active by the depositor; . = no result given; [ ] = dose if it differs, or a comment.

Start of the data: the first 5 records, to show the layout:
SMILES	ERa SRC1 inh	HUVEC inhibit	CYP2C19 activ	CYP2C19 inh	CD11b adhes inh	CD11b adhes enh	Fibroblast inh	ERa coact pot	H69AR growth 86K
COc1ccc(N2CCN(C(=O)C3CCC(Cn4c(=S)[nH]c5ccccc5c4=O)CC3)CC2)cc1 (stereo not drawn)	5[fluorescence artefact?]	64	0.2	83*	29	-2	89	114[fluorescence artefact?]	85
COc1ccc(CN(CC(=O)NC2CCCC2)C(=O)c2onc(C(N)=O)c2N)cc1	-9	92	1	5	7	0	103	106	97
Cc1ccc(C)c2[nH]c(=O)c(CCNS(=O)(=O)c3ccccc3)cc12	-1	105	0.2	76*	-15	6	100	108	70
COC(=O)c1cc2sc(Cl)cc2n1Cc1nc(-c2cccc(C)c2)oc1C	.	.	1.1	-9	4	-8	.	.	.
COc1ccc(C2Nc3ccccc3C(=O)N2Cc2ccccc2)cc1CSc1ccccn1 (stereo not drawn)	.	.	0.9	7	-13	-1	.	.	.

The whole of this part, previewed entries included:
SMILES	ERa SRC1 inh	HUVEC inhibit	CYP2C19 activ	CYP2C19 inh	CD11b adhes inh	CD11b adhes enh	Fibroblast inh	ERa coact pot	H69AR growth 86K
COc1ccc(N2CCN(C(=O)C3CCC(Cn4c(=S)[nH]c5ccccc5c4=O)CC3)CC2)cc1 (stereo not drawn)	5[fluorescence artefact?]	64	0.2	83*	29	-2	89	114[fluorescence artefact?]	85
COc1ccc(CN(CC(=O)NC2CCCC2)C(=O)c2onc(C(N)=O)c2N)cc1	-9	92	1	5	7	0	103	106	97
Cc1ccc(C)c2[nH]c(=O)c(CCNS(=O)(=O)c3ccccc3)cc12	-1	105	0.2	76*	-15	6	100	108	70
COC(=O)c1cc2sc(Cl)cc2n1Cc1nc(-c2cccc(C)c2)oc1C	.	.	1.1	-9	4	-8	.	.	.
COc1ccc(C2Nc3ccccc3C(=O)N2Cc2ccccc2)cc1CSc1ccccn1 (stereo not drawn)	.	.	0.9	7	-13	-1	.	.	.
CCC(=O)N1CCCc2cc(S(=O)(=O)N3CCN(c4ncccn4)CC3)ccc21	0	110	0	98*	10	-3	87	116	86
COC(=O)c1cc(OC)c(OC)cc1NC(=O)CSc1nnc(-c2cccnc2)n1C	-21	99	.	.	.	.	90	95	78
O=C(CCCC(=O)NCC1CCCO1)NCC1CCCO1 (stereo not drawn)	-1	101	1.1	-11	-18	-2	103	105	98
Cc1ccc(Cl)c(OCCCCN(C)Cc2ccccc2)c1	.	.	0.5	49	8	3	.	.	.
Cc1cc(C)c(NC(=O)/C=C\C(=O)O)c([N+](=O)[O-])c1	.	.	1	-3	-2	-4	.	.	.
COc1ccc(/C=N/NC(=O)c2nn(-c3ccc(C)c(C)c3)c(=O)c3ccccc23)cc1	.	.	0.9	15	2	37	.	.	.
CCCC(=O)c1cn(CC(=O)OC)c2ccccc12	-6	92	0.6	42	-3	0	92	95	100
Cc1csc(NC(=O)CSc2nc3ccccc3s2)n1	2	93	0.7	29	-2	-1	99	87	87
CCNC(=O)CN(CCc1ccccc1)S(C)(=O)=O	-10	102	0.3	72*	-5	-5	94	108	87
CCOC(=O)C1C(=O)C=C(c2ccc([N+](=O)[O-])cc2)CC1c1ccccc1 (stereo not drawn)	.	.	0.2	76*	-10	-1	.	.	.
CCC(=O)Nc1cccc(NC(=O)CSc2nnnn2Cc2ccccc2)c1	1[fluorescence artefact?]	92	0.6	44	3	3	95	139	82
O=C(COc1ncnc2ccccc12)NCc1ccc2c(c1)OCO2	0	87	1	-2	-8	-2	92	89	104
CC(C)(C)c1ccc(NC(=O)NCc2ccco2)cc1	-8	65	1	2	14	-2	87	106	39*
O=C(COc1ccc(CO)cc1Cl)Nc1ccc(F)cc1	-9	91	0.4	58*	-24	0	98	106	88
COc1ccc(NC(=O)Cn2c(-c3ccccc3)cn(-c3ccc(C)cc3)c2=O)cc1	5	90	1	4	-22	-1	101	201*	79
Cc1oc2c(cc(NS(=O)(=O)c3cccs3)c3ccccc32)c1C(=O)OC(C)C	-45[fluorescence artefact?]	76	.	.	.	.	91	85	73
CCc1nnc(NC(=O)CSc2nnc(-c3ccccc3O)n2-c2ccc(C)cc2C)s1	1	62	0.9	11	24	-5	65	91	.
O=C(c1ccco1)N1CCN=C1SCc1ccccc1Cl	0	87	0.8	21	-17	-3	98	86[fluorescence artefact?]	100
NC(Cc1ccc(Oc2ccc(O)cc2)cc1)C(=O)O (stereo not drawn)	4	107	.	.	.	.	95	106	105
COc1ccccc1C(=O)Nc1nnc(-c2ccc3c(c2)CCCC3)o1	6	58	0.2	75*	13	6	89	93[fluorescence artefact?]	46
CCNc1nc(N)nc(Oc2ccc(OCCOc3ccccc3)nn2)n1	-11	97	1	0	-9	0	94	110	90
CCCn1c(N2CCN(CC(=O)c3c(C)n(C)c4ccc(OC)cc34)CC2)nc2c1c(=O)[nH]c(=O)n2C	0	97	0.8	18	.	.	41*	100	33*
Cc1ccc(S(=O)(=O)N2CCN(C(=O)c3ccccc3)CC2)cc1	2[fluorescence artefact?]	105	0.7	34	-10	-5	106	100	88
CCOC(=O)c1ccc(NS(=O)(=O)c2cc(C)ccc2OC)cc1	7	95	1.1	-5	16	2	98	101	.
Cc1ccccc1-n1nc2c(c1NC(=O)c1c(-c3ccccc3Cl)noc1C)CS(=O)(=O)C2	6	98	1	-2	-32	6	100	112	94
CCOC(=O)CSc1nc2ccc(N3CCOCC3)cc2c(=O)n1Cc1ccccc1	1	100	0.2	76*	-24	7	103	125[fluorescence artefact?]	76
Cc1ccc(NC(=O)COc2nc(C)cs2)cc1	-6	90	0.6	38	-17	-1	100	116	85
COc1cccc(CNC(=O)c2cnc(-c3ccccn3)nc2C(F)(F)F)c1	-8	97	1	0	-2	1	108	105	95
COc1ccc2nc(SCC(=O)Nc3c(C)cccc3C)[nH]c2c1	-6	108	0.5	52*	.	.	91	101	90
O=C(CCCCn1c(=O)[nH]c2ccccc2c1=O)NC1CCN(Cc2ccccc2)CC1	-5	108	.	.	.	.	116	118	96
NS(=O)(=O)c1ccc(NC(=O)C2CCCO2)cc1 (stereo not drawn)	-1	100	1	3	-3	-4	105	88	76
O=C(CSc1nnc(-c2ccc(Cl)s2)o1)N1CCCc2ccccc21	6	98	0.9	7	-1	-2	112	106[fluorescence artefact?]	100
CC1CCCCC1NC(=O)C1CCN(S(=O)(=O)c2ccc(-n3cnnn3)cc2)CC1 (stereo not drawn)	.	.	1	1	2	-1	.	.	.
O=c1c(-c2ccco2)[n+]([O-])c2ccccc2n1OCc1ccccn1	-5[fluorescence artefact?]	90	0.6	44	-28	6	92	114	95
CC1=NN(S(=O)(=O)c2ccc(F)cc2)C(=O)c2ccccc2O1	3	91	0.7	29	.	.	99	98	99
CC(C)CC(=O)NCCNC(=O)c1cc(OCC(F)(F)F)ccc1OCC(F)(F)F	-8	102	1	4	2	-2	95	106	94
CC(C)OCCCNC(=O)CN1CCN(Cc2ccccc2Cl)C1=O	1	103	0.9	9	-26	0	95	114	102
Cc1oc(-c2ccc(F)cc2)cc1-c1nn2c(-c3ccco3)nnc2s1	82*[fluorescence artefact?]	87	.	.	.	.	94	83[fluorescence artefact?]	47
CCc1cccc2c1NC(=O)[C@]21[C@@H]2C(=O)N(Cc3ccccc3)C(=O)[C@@H]2[C@@H]2CCCN21	40	92	0.8	20	-15	29	95	96[fluorescence artefact?]	88
O=C(CCCn1c(=S)[nH]c2cc3c(cc2c1=O)OCO3)N1CCc2ccccc2C1	20[fluorescence artefact?]	66	0.6	38	.	.	91	125[fluorescence artefact?]	79
O=C(NCCOC(=O)c1cccs1)c1cccnc1	11	102	0.4	61*	-18	-1	102	137	.
Cc1ccc(S(=O)(=O)N2CCCC(c3nnc4n3-c3ccccc3SC4)C2)cc1 (stereo not drawn)	.	.	0.8	18	-2	5	.	.	.
CC(=O)Nc1ccc(S(=O)(=O)Nc2ccc(N3CCOCC3)c(F)c2)cc1	-1	104	0.1	94*	-7	-1	95	103	98
O=S(=O)(c1cccc(-c2csc(-c3ccccc3)n2)c1)N1CCOCC1	-4	84	0.5	47	-4	-4	101	272*	50
CC(C)C(OC(=O)C1CCCO1)C(=O)NC1CCCC1 (stereo not drawn)	-8	87	1.1	-7	7	5	94	115	101
O=C(NCCCn1ccnc1)C(=O)NCc1ccccc1	-9	101	.	.	.	.	93	103	92
Cc1ccsc1C(=O)OC1CCOC1=O (stereo not drawn)	-5	82	1.1	-7	1	4	97	105	106
COC(=O)C(CC(C)C)NC(=O)CSc1nc(-c2ccccc2)c(C#N)c(=O)[nH]1 (stereo not drawn)	-4	98	0.3	65*	-19	2	111	102[fluorescence artefact?]	103
CCOc1ccccc1C(=O)NC1CC2CCCC(C1)N2Cc1nnnn1Cc1ccco1 (stereo not drawn)	5	93	0.1	88*	3	2	95	106[fluorescence artefact?]	66
COc1ccccc1C(=O)N1CCN(CCc2ccccc2)CC1	-21	93	0.4	61*	-3	-5	95	104	95
Nc1cc(-c2ccccc2)nn1Cc1ccc(Cl)cc1	.	.	0.1	93*	21	-3	.	.	.
COc1ccc(NC(C)=O)cc1NC(=O)CSc1nnc(-c2ccc(F)cc2)n1N	7[fluorescence artefact?]	99	1	2	-13	-1	102	126	97
Cc1ccc(C(=O)Nc2nc(C)c(C)s2)o1	11	91	0.7	29	8	1	96	107	75
COC(=O)C(Cc1ccccc1)NC(=O)COc1ccc(C(C)(C)C)cc1 (stereo not drawn)	4	81	0.8	18	48	0	98	107	84
Cc1ccc(CNc2oc(COc3ccccc3Cl)nc2C#N)cc1	13	96	0.7	30	2	-4	99	148	72
Next part.
SMILES	ERa SRC1 inh	HUVEC inhibit	CYP2C19 activ	CYP2C19 inh	CD11b adhes inh	CD11b adhes enh	Fibroblast inh	ERa coact pot	H69AR growth 86K
Cc1ccc(C)c(C(=O)NCCN(C)C)c1	-5	96	1	0	8	1	95	103	104
CC(=O)Nc1cccc(OCC(=O)NC(C)C(C)C)c1 (stereo not drawn)	.	.	1.1	-10	12	-2	.	.	.
c1ccc(-c2ccccc2-c2nc(-c3ccncc3)no2)cc1	-9	102	0.1	91*	12	0	98	97	79
Cc1cc(C(=O)NCCCC(=O)O)c(C)o1	-3	103	0.9	8	5	-2	102	98	88
CCOC(=O)c1ccc(N2C(=O)C(O)=C(C(C)=O)C2c2ccccn2)cc1 (stereo not drawn)	2	87	1.1	-6	-20	2	97	105	93
CC(=O)c1c(COC(=O)c2ccco2)nc2ccccc2[n+]1[O-]	64*	93	0.4	60*	-2	7	96	39[fluorescence artefact?]	91
CC1=C(C(=O)OCc2ccccc2)C(c2ccccc2OC(F)F)NC(=O)N1 (stereo not drawn)	4[fluorescence artefact?]	114	0.6	44	-8	-2	100	72[fluorescence artefact?]	79
CCOC(=O)c1c(CN2CCC(C)CC2)oc2ccc(OC)cc12	4	68	0.5	52*	-15	0	91	108	82
CCOc1ccc(-c2nnc(N)s2)cc1	6	106	0.9	8	9	-3	116	111	97
O=C(Cn1c(=O)oc2ccccc21)NC(=O)NCc1ccco1	17	90	0.3	65*	-27	-5	101	99	97
Cc1cc(=O)n2[nH]c(-c3ccccc3Cl)cc2n1	-5	82	.	.	.	.	95	105[fluorescence artefact?]	86

Assay outcomes deposited in PubChem by several laboratories.
